# Source: PubChem BioAssay (several laboratories)
# sdo1 growth – compounds rescuing growth of sdo1-depleted yeast, bone marrow failure model | S. cerevisiae sdo1-depleted JHY4D growth rescue, OD600 30 h; active compounds read high; pdr5 snq2 efflux-pump mutant strain | AID 817 | z-score at 10 µM | 0.21% of 140,000 active;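 active = z-score above 3 at both the 24 hr and the 30 hr optical density reads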;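 also: z-score against mean and SD of all compound wells on the same plate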
# INS promoter inh – TRM-6 insulin promoter activity inhibition. TRM-6 cells (human fetal islet line), insulin promoter-eGFP reporter, imaging; reporter expression induced with tamoxifen. inhibition, % at 2 µM. 0.9% of 130,000 active;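 active = inhibition above the mean plus 3 SD, with well images judged a real hit on visual review, cut at about 60% in these data, passing the limit was not always enough; inconclusive = inhibition over the cutoff but images rejected on review; inactive = inhibition not above the cutoff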
# sdo1 growth Rescue 24 h – second read-out of sdo1 growth, no call of its own (marks repeat the call); z-score; S. cerevisiae sdo1-depleted JHY4D growth rescue, OD600; measured here: growth rescue at 24 h;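 0 is the plate mean of compound wells and units are plate SD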
# The depositor's hits bear a star; u = inconclusive; x = no result given. These rows are one share of the data; the hit share may differ from the screen's.
SMILES,sdo1 growth,sdo1 growth Rescue 24 h,INS promoter inh
CC1NCCC2(O)CCCCC12 (stereo unspecified),x,x,-186.7
CCCC(C)C(=O)NC1CCSC1=O (stereo unspecified),1.12,1.26,x
C[N+]1(CC2COC(c3ccco3)O2)CCCCC1 (stereo unspecified),x,x,28.6
CC(=NCCCO)c1c(O)n(Cc2ccccc2)c(=O)[nH]c1=O,0.56,-0.52,15.4
S=P(Nn1cnnc1)(c1ccc(Br)cc1)c1ccc(Br)cc1,x,x,36.4
N#Cc1c(Cl)nc(Cl)c2c1CCN(Cc1ccccc1)C2,0.64,0.7,10.8
CC(C)(C)C(O)C(Oc1ccc(Cl)cc1)n1cncn1 (stereo unspecified),-2.76,-1.62,43.2
Nc1c(C(=O)NCCc2ccccc2)c2nc3ccccc3nc2n1CCN1CCOCC1,-1.86,-1.36,x
C[N+]12CCC(CC1)C(C#N)(N1CCOCC1)C2 (stereo unspecified),-0.22,-0.12,x
Cc1ccc2c(c1)=C/C(=C\c1c(O)[nH]c(=O)[nH]c1=O)C(=O)N=2,1.21,1.1,x
O=C(Cn1cc(C(=O)c2ccccc2F)c2ccccc21)NC1CC1,x,x,-127.3
COc1ccc(CN2C(=O)NC(=O)/C(=C\c3ccco3)C2=O)cc1,x,x,-11.1
COc1ccc(-c2nc(CS(=O)CC(=O)N3CCC4(CC3)OCCO4)c(C)o2)cc1 (stereo unspecified),0.52,-0.46,-14.3
CN1c2ccc([N+](=O)[O-])cc2CC2(C(=O)NC(=O)NC2=O)C1c1ccccc1 (stereo unspecified),0.84,0.64,-71.0
CC(N)C(=O)c1ccco1 (stereo unspecified),0.41,0.18,x
CN(C)P(=S)(Nc1ccccc1)C(Cl)(Cl)Cl (stereo unspecified),x,x,26.7
O=C(c1ccccc1)c1ccccc1N=Cc1c(O)[nH]c(=O)[nH]c1=O,x,x,42.9
CN1CCN(/N=C/c2c(O)n(C)c(=O)n(C)c2=O)CC1,x,x,9.5
Cc1nc2ccccc2c(=O)n1-c1ccccc1[N+](=O)[O-],x,x,-47.4
COc1ccc2c(c1OC)C(=O)OC2c1c(O)n(Cc2ccc(F)cc2)c(=O)[nH]c1=O (stereo unspecified),0.55,0.66,-64.9
Cc1ccc(N(C)C(=O)Oc2cccc3ccc(C)nc23)cc1,-0.37,-0.48,-25.6
CCC(=NCCO)c1c(O)n(-c2ccc(Cl)cc2)c(=O)[nH]c1=O,0.72,2.84,14.3
Cc1ccc(-c2nn(CCC#N)cc2C(=O)O)cc1C,x,x,-30.0
CCN(CC)CCCN=Cc1c(O)n(-c2ccccc2F)c(=O)[nH]c1=O,0.87,0.72,11.8
O=c1[nH]c(=O)n(C2CCCCC2)c(O)c1C=Nc1ccc(N2CCOCC2)cc1,-0.97,-1.41,30.8
Cc1c(C(c2ccc(Br)cc2)c2c(O)c3ccccc3oc2=O)c(=O)n(-c2ccccc2)n1C (stereo unspecified),x,x,46.7
CC12CN3CC(C)(CN(C1)P3(=O)Oc1ccccc1)C2=O (stereo unspecified),0.94,1.1,3.2
CCC1CN(C)CCC1(OC(C)=O)c1ccccc1 (stereo unspecified),-0.03,0.01,-126.7
Cc1cc(N(CCCl)CCCl)ccc1/C=N/NC(=O)c1ccco1,-0.89,-1.1,20.0
CCC1(CC)C(=O)NC(=NCCc2c[nH]c3ccccc23)NC1=O,0.08,-0.66,x
O=C(c1cccs1)C1CN2CCC1CC2 (stereo unspecified),1.13,0.98,25.0
CN(C(=O)Oc1ccc(Cl)c2cccnc12)c1ccccc1,0.35,0.63,-66.7
CC12CN3CC(C)(CN(C1)C3c1cccs1)C2 (stereo unspecified),1.22,0.76,-100.0
Cc1nonc1OCCNCCNc1ccc([N+](=O)[O-])c2cccnc12,1.18,0.27,-43.3
CC[N+]1(C)CCCC(OC(=O)C(O)(c2ccccc2)c2ccccc2)C1 (stereo unspecified),0.85,0.43,-295.2
CCC(=NCCOc1ccc(Cl)cc1)c1c(O)n(C)c(=O)n(C)c1=O,-0.38,0.42,22.2
Cc1ccc2nc(C)n(-c3ccc(F)cc3)c(=O)c2c1,x,x,41.2
Cn1cccc1/C=C1/C(=O)NC(=O)N(Cc2ccccc2)C1=O,0.85,1.01,2.6
O=c1c2ccccc2nc(-c2ccco2)n1-c1ccc(Br)cn1,0.66,-0.42,-18.2
CC12CNCC(C)(CNC1)C2O (stereo unspecified),-0.73,-1.38,-17.9
Oc1cccc(/C=N/NP(=S)(c2ccccc2)c2ccccc2)c1,-0.49,-0.18,x
Cc1ccc(P(=S)(c2ccc(C)o2)N2CCOCC2)o1,0.17,-0.26,x
CN1CCN(CCC(=O)OC2CC3CCC(C2)N3C)CC1 (stereo unspecified),0.94,0.35,6.2
OC1(c2ccc(F)cc2)CC2CCC(C1)N2Cc1nnnn1C1CCCCC1 (stereo unspecified),-0.79,-0.36,0.0
CC1CC2(O)c3no[n+]([O-])c3CCC2N1O (stereo unspecified),-0.06,-0.44,-17.9
C(#CCN1CCOCC1)COCC#Cc1ccccc1,0.6,0.06,-79.0
CCOC(=O)c1sc(/N=C/c2c(O)n(-c3ccccc3)c(=O)[nH]c2=O)c(C#N)c1C,1.76,2.51,22.0
CC(=O)c1ccc(-c2ccccc2)cc1,1.13,1.35,16.7
Cc1ccc2c(c1)C1CN(C)CCC1N2C(=O)Nc1cccc(C(F)(F)F)c1 (stereo unspecified),-0.09,-0.14,58.1
O=P(Nc1ccccc1)(Nc1ccccc1)Oc1cccc(Cl)c1,-0.73,-0.06,x
O=c1[nH]c(=O)n(Cc2ccco2)c(O)c1/C=N/N1CCCCCC1,-0.04,-0.65,-56.0
CC(NC1CCCCC1)C(O)C12CC3CC(CC(C3)C1)C2 (stereo unspecified),-0.71,-1.1,-45.2
O=C(Nc1ccc(C(F)(F)F)cc1)c1cccn(Cc2ccc3c(c2)OC(F)(F)O3)c1=O,-2.97,-1.41,-13.3
Cc1cc(N)n(C2CCN(C)CC2)n1,-0.12,-0.68,15.4
O=c1[nH]c2ccccc2n1CCCN1CCC(n2c(=O)[nH]c3cc(Cl)ccc32)CC1,0.18,-0.08,-31.8
C=CCN1C(=O)/C(=C\c2ccc(N3CCOCC3)o2)C(=O)NC1=S,-0.22,-0.98,0.0
Cc1cc(C)cc(N2C(=O)NC(=O)/C(=C/c3cccn3-c3ccc(Cl)cc3)C2=O)c1,-0.09,-1.4,17.9
O=C(NCC(c1cccnc1)N1CCOCC1)Oc1ccccc1 (stereo unspecified),0.48,-0.22,-14.3
O=C1C=Cc2ccccc2C1=O,-0.55,-1.67,-47.6
COc1ccc2[nH]c(C)c(CCNCc3cc(OC)c(OC)c(OC)c3)c2c1,x,x,26.7

# (next part)
SMILES,sdo1 growth,sdo1 growth Rescue 24 h,INS promoter inh
O=C(CN1CCCC1=O)NCCc1ccccc1,x,x,2.6
COCCOC(=O)c1c(C)n(C)c2ccc(OC(=O)N(C)C)cc12,-0.52,-0.57,-60.7
Cc1ccc(C(=O)N/C(=C\Cl)P(=O)(c2ccccc2)c2ccccc2)cc1,-0.66,-1.41,16.7
Cc1nn(Cc2ccccc2)c(C)c1C(=O)OCC(=O)NC1CCS(=O)(=O)C1 (stereo unspecified),1.12,0.76,-6.7
Cc1ccc(CS(=O)(=O)CCC(=O)N2CCC3(CC2)OCCO3)cc1,0.57,0.01,-8.6
C[C@H]1CCCC(=O)CCCCCc2cc(O)cc(O)c2C(=O)O1,-0.82,0.27,-118.2
CN1CCC(N(C)Cc2cccnc2)CC1,-0.51,-0.03,-10.7
Cc1ccc(N2C(=O)NC(=O)/C(=C/C=C/c3ccco3)C2=O)cc1,0.63,0.18,x
C=CCn1c(O)c(C(C)=Nc2ccc(C(=O)OCC)cc2)c(=O)[nH]c1=O,0.5,1.58,u
CCN(CC)CCCN=Cc1c(O)n(CCc2ccc(F)cc2)c(=O)[nH]c1=O,0.09,0.18,x
CC(C)[C@H]1C(=O)N2CCC[C@H]2[C@]2(O)O[C@](NC(=O)[C@@H]3C=C4c5cccc6[nH]cc(c56)C[C@H]4N(C)C3)(C(C)C)C(=O)N12,-0.02,0.51,-236.4
O=c1[nH]c(=O)n(-c2ccccc2F)c(O)c1C=NCCC1=CCCCC1,x,x,-68.8
CCCCN1C(=O)/C(=C\c2ccco2)C(=O)N(CCc2ccccc2)C1=O,10.2*,4.21*,-37.8
CCN(CC)C(=O)c1ccc(NC(=O)c2cccc(F)c2)cc1,-0.21,-0.23,u
CC(NCc1ccccc1Cl)C(O)c1ccccc1 (stereo unspecified),0.39,0.37,x
CCOC(=O)c1cc(C(O)(C(=O)OC)C(F)(F)F)c(/N=C/N(C)C)o1 (stereo unspecified),1.12,0.51,5.4
NCCc1c[nH]c2ccc(F)cc12,x,x,-6.2
CCCCN=Cc1c(O)n(-c2c(C)cc(C)cc2C)c(=O)[nH]c1=O,-0.2,-0.73,25.0
CCOc1cccc(OCC)c2c(C)[n+](CC3CCCO3)c(C)c1-2 (stereo unspecified),0.11,-0.23,9.6
CC/C(=N\N1CCCCCC1)c1c(O)n(-c2ccc(C)cc2)c(=O)[nH]c1=O,-0.01,0.38,x
CCN(CC)C(=O)c1ccc(NC(=O)CSc2nnnn2-c2cc(OC)ccc2OC)cc1,-1.81,-1.97,x
COc1ccc(NC(=S)NC(NC(=O)CF)C(Cl)(Cl)Cl)c([N+](=O)[O-])c1 (stereo unspecified),0.07,-0.52,x
O=c1c2cc(Cl)cc(Cl)c2nc(CN2CCOCC2)n1-c1ccccc1F,-0.84,-0.7,22.7
Cc1c(N=Cc2c(O)n(Cc3ccccc3)c(=O)[nH]c2=O)c(=O)n(-c2ccccc2)n1C,-0.63,-0.36,28.6
N=C1SCC(=O)N1Cc1ccccc1,x,x,43.8
CCc1sc(C(=O)N2CCC3(CC2)OCCO3)cc1Br,0.01,-0.46,x
CNCC(O)c1ccc(O)cc1 (stereo unspecified),-0.35,-0.74,30.4
COc1ccc(N2C(=O)CC(=O)NC2=O)cc1,0.23,-0.04,-285.7
COC(=O)c1ccccc1-n1c(C)nc2ccccc2c1=O,0.38,0.91,54.5
Cc1nn(Cc2ccccc2)c(Cl)c1C(=O)OCC(=O)N1CCCC1,x,x,18.2
O[C@H]1[C@H](O)[C@@H](O)CN2CC[C@H](O)[C@H]12,0.51,0.43,-47.6
O=c1[nH]c(=O)n(CCc2ccc(F)cc2)c(O)c1C=NCCCN1CCOCC1,-0.06,-0.62,-15.4
CN1C(=O)N(C)C(=O)C2(Cc3c(ccc4ccccc34)N(C)C2)C1=O,-0.4,-0.2,-129.4

# Grouped by structure: those above containing sulfur
SMILES,sdo1 growth,sdo1 growth Rescue 24 h,INS promoter inh
CCCC(C)C(=O)NC1CCSC1=O (stereo unspecified),1.12,1.26,x
S=P(Nn1cnnc1)(c1ccc(Br)cc1)c1ccc(Br)cc1,x,x,36.4
COc1ccc(-c2nc(CS(=O)CC(=O)N3CCC4(CC3)OCCO4)c(C)o2)cc1 (stereo unspecified),0.52,-0.46,-14.3
CN(C)P(=S)(Nc1ccccc1)C(Cl)(Cl)Cl (stereo unspecified),x,x,26.7
O=C(c1cccs1)C1CN2CCC1CC2 (stereo unspecified),1.13,0.98,25.0
CC12CN3CC(C)(CN(C1)C3c1cccs1)C2 (stereo unspecified),1.22,0.76,-100.0
Oc1cccc(/C=N/NP(=S)(c2ccccc2)c2ccccc2)c1,-0.49,-0.18,x
Cc1ccc(P(=S)(c2ccc(C)o2)N2CCOCC2)o1,0.17,-0.26,x
CCOC(=O)c1sc(/N=C/c2c(O)n(-c3ccccc3)c(=O)[nH]c2=O)c(C#N)c1C,1.76,2.51,22.0
C=CCN1C(=O)/C(=C\c2ccc(N3CCOCC3)o2)C(=O)NC1=S,-0.22,-0.98,0.0
Cc1nn(Cc2ccccc2)c(C)c1C(=O)OCC(=O)NC1CCS(=O)(=O)C1 (stereo unspecified),1.12,0.76,-6.7
Cc1ccc(CS(=O)(=O)CCC(=O)N2CCC3(CC2)OCCO3)cc1,0.57,0.01,-8.6
CCN(CC)C(=O)c1ccc(NC(=O)CSc2nnnn2-c2cc(OC)ccc2OC)cc1,-1.81,-1.97,x
COc1ccc(NC(=S)NC(NC(=O)CF)C(Cl)(Cl)Cl)c([N+](=O)[O-])c1 (stereo unspecified),0.07,-0.52,x
N=C1SCC(=O)N1Cc1ccccc1,x,x,43.8
CCc1sc(C(=O)N2CCC3(CC2)OCCO3)cc1Br,0.01,-0.46,x
